Screens as filed in PubChem BioAssay.
SR-BI DiI-HDL act: activators of SR-BI mediated HDL lipid uptake; activation, % at 12.5 µM; CHO ldlA[mSR-BI] cells, DiI-HDL uptake fluorescence, 3 h; 100 = double the neutral-control signal; 0.096% of 320,000 active;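 active = mean replicate activation of at least 60% and every replicate at or above 60%; inconclusive = mean or all-replicate condition met, but not both; inactive = mean below 60% and not all replicates reaching 60%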;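 note: 0% = median plate neutral-control signal and 100% = twice that signal; values of inactives mirror those of a sister screen read the other way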
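Test system: SR-BI-overexpressing, LDLR-lacking CHO cells; Also added: labelled HDL, 10 µg/mL; Measured by: bottom-read cell fluorescence after medium removal, ex 550/em 595 nm; Timing: 3 h uptake period with compound, 37 °C; Buffer or medium: F12, 0.5% BSA, 25 mM HEPES; Doses: single compound concentration, delivered by pin transfer.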
Tat transport: blocks Tat-dependent protein export in E. coli; E. coli MC4100 TorA-mCherry Tat export, fluorescence; inhibition, % at 10 µM; 0.036% of 340,000 active; AID 488895;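 active = mean replicate inhibition at least 50% and at least half of replicates individually reaching 50%; inconclusive = only one of the two criteria met; inactive = neither criterion met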;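 note: exported cargo escapes ClpAP degradation while cytoplasmic cargo is degraded and loses fluorescence; 0% = median of neutral control wells and 100% = median of NaSCN control wells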
phage Ecoli inh: E. coli growth loss with phage present. growth absorbance. inhibition, % at 11.9 µM. 0.26% of 360,000 active. AID 651602; in the data active = inhibition above about 11%
CAL PDZ FP-1: human CAL PDZ-peptide interaction inhibition; Q9HD26; inhibition, % at 20 µM; 0.02% of 330,000 active; purified CAL PDZ, TMR-peptide fluorescence polarization, 1 h; AID 504414;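 active = highest replicate inhibition of at least 40%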;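 note: plate controls were DMSO neutral control wells for no effect and unlabeled competitor peptide control wells for full effect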
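material = purified tagged CAL PDZ domain construct (CerCALP) | compound dosing = 20 µM, one dose | times = 1 h at RT | measured by = fluorescence polarization from S- and P-plane intensities, G-factor corrected | read-out = inhibition from polarization loss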
CAL PDZ FP-2: inhibitors of human CAL PDZ peptide binding; AID 602252; purified CAL PDZ, TMR-peptide fluorescence polarization, 1 h; 0.92% of 300,000 active; inhibition, % at 24.9 µM; Q9HD26;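 active = mean inhibition of at least 30% with at least half of replicates also reaching 30%; inconclusive = no clear call, values can overlap the other calls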;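 note: 0% = DMSO neutral control and 100% = excess unlabeled competitor peptide PRC23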
E coli growth: bacterial growth inhibition, counter-screen for AddAB inhibitors | E. coli V3065 growth, OD600 absorbance, 18 h | inhibition, % at 11.9 µM | 0.27% of 330,000 active;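 active = inhibition above the campaign's mean inhibition across all tested compounds plus 3 SD, cut at about 9.9% in these data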;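 note: uninfected addAB+ strain grown without phage in ampicillin broth; 0% = DMSO wells and 100% = ciprofloxacin 0.95 µg/ml wells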
AddAB inh: less growth of phage-infected E. coli with AddAB; E. coli expressing H. pylori AddAB, absorbance growth; inhibition, % at 11.9 µM; 0.29% of 330,000 active; in the data active = inhibition above about 12%;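 note: 0% = vehicle wells of infected cells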
Wnt bcat act: activates Wnt/beta-catenin signaling in a reporter cell assay; activator, plate reader; activation, % at 9.35 µM; 1.2% of 300,000 active; in the data active = activation above about 30%, passing the limit was not always enough; inconclusive = no clear call, values can overlap the other calls;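 note: 0% = neutral control wells and 100% = positive control wells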
SR-BI DiI inh: blocks mouse SR-BI lipid uptake from DiI-HDL; Q61009; ldlA[mSR-BI] CHO cells, DiI-HDL uptake fluorescence, 3 h; inhibition, % at 12.5 µM; 0.96% of 320,000 active;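 active = mean replicate inhibition of at least 70% and a set share of replicates each scoring 70 or more; inconclusive = meets just one of the two criteria; inactive = fails both criteria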;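 note: 0% = median of neutral control wells and 100% = median of positive control wells; values of inactives mirror those of a sister screen read the other way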
Target sequence (Q61009 whole entry, looked up): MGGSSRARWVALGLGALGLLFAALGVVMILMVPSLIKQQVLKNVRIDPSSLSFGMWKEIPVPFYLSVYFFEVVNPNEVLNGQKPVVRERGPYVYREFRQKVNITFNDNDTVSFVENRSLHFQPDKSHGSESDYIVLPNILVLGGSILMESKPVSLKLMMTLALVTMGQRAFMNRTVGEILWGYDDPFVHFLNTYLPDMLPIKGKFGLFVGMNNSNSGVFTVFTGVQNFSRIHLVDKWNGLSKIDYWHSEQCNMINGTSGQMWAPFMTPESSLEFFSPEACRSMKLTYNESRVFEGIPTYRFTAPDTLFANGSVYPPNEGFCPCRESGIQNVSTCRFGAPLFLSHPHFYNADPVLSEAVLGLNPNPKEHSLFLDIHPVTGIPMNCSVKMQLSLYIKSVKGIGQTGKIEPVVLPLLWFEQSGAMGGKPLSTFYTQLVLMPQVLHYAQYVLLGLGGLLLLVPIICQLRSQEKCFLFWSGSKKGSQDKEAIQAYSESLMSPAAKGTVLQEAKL
MITF act: MITF TRPM1 promoter activation in melanoma cells; SK-MEL-5 TRPM1-promoter luciferase, 24 h; % of positive control, neutral wells = 0; activation, % at 12.5 µM; 0.75% of 300,000 active; AID 588334;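 active = mean activation of at least 80% with every replicate also reaching 80%; inconclusive = mean reaches 80% but some replicate falls short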;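 note: 0% = neutral control wells and 100% = parthenolide positive control wells; values of inactives mirror those of a sister screen read the other way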
* marks the source's active call; other numbers are inactive results.

How did O=C(NCCc1ccccc1)C1CCN(C2CCN(Cc3ccc(CO)o3)CC2)CC1 do in these assays?
SR-BI DiI-HDL act: 15; Tat transport: 1; phage Ecoli inh: 1.9; CAL PDZ FP-1: -2.9; CAL PDZ FP-2: -2; E coli growth: -1.6; AddAB inh: 2.9; Wnt bcat act: 1; SR-BI DiI inh: -15; MITF act: -4

How did Nn1c(SCc2ccc(F)cc2)nnc1-c1cccnc1 do in these assays?
SR-BI DiI-HDL act: inconclusive; Tat transport: -5; phage Ecoli inh: 2.2; CAL PDZ FP-1: 0.7; CAL PDZ FP-2: 6; E coli growth: -0.9; AddAB inh: 0.9; Wnt bcat act: 12; SR-BI DiI inh: -252

How did CC(C)C(NC(=O)CN(c1cccc(F)c1)S(C)(=O)=O)C(C)C do in these assays?
SR-BI DiI-HDL act: -2; Tat transport: 1; phage Ecoli inh: 1.6; CAL PDZ FP-1: -0.5; CAL PDZ FP-2: -5; E coli growth: -0.1; AddAB inh: 3.2; Wnt bcat act: 1; SR-BI DiI inh: 2; MITF act: -15

What do the screens show for `COC(=O)CCC(=O)NC(=S)Nc1ccccc1F`?
Tat transport: -4; phage Ecoli inh: 0.8; CAL PDZ FP-1: -4.0; CAL PDZ FP-2: -6; E coli growth: -0.8; AddAB inh: 0.7; Wnt bcat act: 0; MITF act: 7

What do the screens show for `Cc1nc(C)c(-c2ccn(C(=O)NC(C)C)n2)s1`?
SR-BI DiI-HDL act: -21; Tat transport: 5; phage Ecoli inh: 2.5; CAL PDZ FP-1: -2.8; E coli growth: -0.3; AddAB inh: 0.9; Wnt bcat act: 8; SR-BI DiI inh: 21

What do the screens show for `CN(C(=O)COC(=O)C1(C)CC1(Cl)Cl)c1c(N)n(Cc2ccccc2)c(=O)[nH]c1=O` (stereo not drawn)?
SR-BI DiI-HDL act: 12; Tat transport: -1; phage Ecoli inh: 5.3; CAL PDZ FP-1: -0.1; E coli growth: 0.9; AddAB inh: -0.6; Wnt bcat act: -1; SR-BI DiI inh: -12; MITF act: -7

How did CCOC(=O)c1ccc(N/C=C/C(=O)c2ccccc2)cc1 do in these assays?
SR-BI DiI-HDL act: -1; Tat transport: 5; phage Ecoli inh: 1.8; CAL PDZ FP-1: -1.7; CAL PDZ FP-2: -1; E coli growth: -1.3; AddAB inh: 1.9; Wnt bcat act: 74*; SR-BI DiI inh: 1; MITF act: 65

Results for Cc1ccc(S(=O)(=O)CS(=O)(=O)c2ccc(C)cc2)cc1 ?
SR-BI DiI-HDL act: 8; Tat transport: 4; phage Ecoli inh: 1.4; CAL PDZ FP-1: -2.5; CAL PDZ FP-2: -3; Wnt bcat act: -3; SR-BI DiI inh: -8; MITF act: 4

What do the screens show for `Cc1c(NC(=O)c2cc(-c3ccc(F)cc3)nc3ccccc23)c(=O)n(-c2ccccc2)n1C`?
SR-BI DiI-HDL act: -86; Tat transport: 2; phage Ecoli inh: 1.3; CAL PDZ FP-1: -1.9; CAL PDZ FP-2: -3; E coli growth: 0.0; AddAB inh: 0.2; Wnt bcat act: 1; SR-BI DiI inh: 86*; MITF act: 7

What do the screens show for `COc1cc(NC(=S)Nc2cccnc2)cc(OC)c1OC`?
SR-BI DiI-HDL act: 11; Tat transport: 4; phage Ecoli inh: 2.5; CAL PDZ FP-1: -2.2; CAL PDZ FP-2: -2; E coli growth: -0.6; AddAB inh: 0.6; SR-BI DiI inh: -11; MITF act: 0

What do the screens show for `O=C1NC(=O)C(Cc2ccc(O)cc2)N1` (stereo not drawn)?
SR-BI DiI-HDL act: 19; Tat transport: -1; phage Ecoli inh: 2.0; CAL PDZ FP-1: 0.3; CAL PDZ FP-2: -6; Wnt bcat act: 5; SR-BI DiI inh: -19; MITF act: 8

What do the screens show for `CC(=O)NS(=O)(=O)c1ccc(NC(=O)C2c3ccccc3Oc3ccccc32)cc1`?
SR-BI DiI-HDL act: 6; Tat transport: 16; phage Ecoli inh: 3.2; CAL PDZ FP-1: -0.3; CAL PDZ FP-2: -6; E coli growth: -0.2; AddAB inh: 1.9; SR-BI DiI inh: -6; MITF act: 15

What do the screens show for `COc1ccc2c(c1OC)C(=O)N(C(C)C(=O)O)C2=O` (stereo not drawn)?
SR-BI DiI-HDL act: 2; Tat transport: -3; phage Ecoli inh: 1.7; CAL PDZ FP-1: -2.9; CAL PDZ FP-2: -2; E coli growth: 0.3; AddAB inh: 1.1; SR-BI DiI inh: -2; MITF act: -7

Results for Cc1c(-c2nc(-c3ccc(C(C)(C)C)cc3)no2)n(C)oc1=O ?
SR-BI DiI-HDL act: 9; Tat transport: -9; phage Ecoli inh: -0.1; CAL PDZ FP-1: -0.5; E coli growth: 1.5; AddAB inh: 0.2; Wnt bcat act: 1; SR-BI DiI inh: -9

How did Cc1ccc(NC(=O)c2cccc(S(=O)(=O)N3CCc4ccccc4C3)c2)nc1 do in these assays?
SR-BI DiI-HDL act: 7; Tat transport: -8; phage Ecoli inh: 2.9; CAL PDZ FP-1: -0.9; CAL PDZ FP-2: -1; E coli growth: 1.5; AddAB inh: -1.5; Wnt bcat act: -3; SR-BI DiI inh: -7; MITF act: -21

How did NS(=O)(=O)c1ccc(CCNC(=O)CCc2nc3sc4c(c3c(=O)[nH]2)CCCC4)cc1 do in these assays?
SR-BI DiI-HDL act: 9; Tat transport: 7; phage Ecoli inh: 1.4; CAL PDZ FP-1: -3.0; CAL PDZ FP-2: 0; E coli growth: -2.9; AddAB inh: 3.4; Wnt bcat act: 0; SR-BI DiI inh: -9; MITF act: -10

Results for COc1ccc(C(=O)Nc2cc(C)on2)c(OC)c1 ?
SR-BI DiI-HDL act: -19; Tat transport: -5; phage Ecoli inh: 1.0; CAL PDZ FP-1: -1.0; CAL PDZ FP-2: -7; E coli growth: 1.6; AddAB inh: 3.5; Wnt bcat act: 13; SR-BI DiI inh: 19; MITF act: 115*

What do the screens show for `CCCCCCN=C(C)C1=C(O)C(C(=O)OC)C(C)(C)CC1=O` (stereo not drawn)?
SR-BI DiI-HDL act: -3; Tat transport: 1; phage Ecoli inh: 1.8; CAL PDZ FP-1: -0.6; CAL PDZ FP-2: -4; E coli growth: -0.5; AddAB inh: -0.5; SR-BI DiI inh: 3; MITF act: 16

How did COC(=O)CSc1nnc(CNC(=O)c2ccccc2F)n1-c1ccccc1 do in these assays?
SR-BI DiI-HDL act: -2; Tat transport: -2; phage Ecoli inh: 1.1; CAL PDZ FP-1: -0.4; CAL PDZ FP-2: -5; E coli growth: -0.9; AddAB inh: 2.5; Wnt bcat act: -1; SR-BI DiI inh: 2; MITF act: 10

How did O=C(Nc1cccc(S(=O)(=O)NC2=NCCC2)c1)C1CCC1 do in these assays?
SR-BI DiI-HDL act: 16; Tat transport: -3; phage Ecoli inh: 2.8; CAL PDZ FP-1: 0.8; CAL PDZ FP-2: -1; E coli growth: 1.9; AddAB inh: 2.8; Wnt bcat act: -1; SR-BI DiI inh: -16; MITF act: 9

Results for Cc1cc(C)nc(NC(=O)CCN2C(=O)c3ccccc3S2(=O)=O)n1 ?
SR-BI DiI-HDL act: 8; Tat transport: 6; phage Ecoli inh: 1.6; CAL PDZ FP-1: -1.6; CAL PDZ FP-2: 2; E coli growth: -2.7; AddAB inh: 3.9; Wnt bcat act: -2; SR-BI DiI inh: -8; MITF act: 3

Results for CCc1nccn1C(=O)c1cnn2c(C(F)F)cc(-c3ccc(C)cc3)nc12 ?
SR-BI DiI-HDL act: -3; Tat transport: -5; phage Ecoli inh: 1.6; CAL PDZ FP-1: -3.6; CAL PDZ FP-2: 0; E coli growth: 0.9; AddAB inh: 1.4; Wnt bcat act: -3; SR-BI DiI inh: 3; MITF act: -46

Results for CC(C)[C@H](NC(=O)c1cccc(S(=O)(=O)N2CCOCC2)c1)C(=O)NCc1ccc(F)cc1 ?
SR-BI DiI-HDL act: 4; Tat transport: -3; phage Ecoli inh: 2.9; CAL PDZ FP-1: -0.1; CAL PDZ FP-2: -3; E coli growth: 0.5; AddAB inh: -1.0; Wnt bcat act: 0; SR-BI DiI inh: -4; MITF act: 4

What do the screens show for `O=C(O)CCCNC1=NCCC1`?
SR-BI DiI-HDL act: 31; Tat transport: -14; phage Ecoli inh: 3.9; CAL PDZ FP-2: -4; E coli growth: 0.6; AddAB inh: -0.6; SR-BI DiI inh: -31; MITF act: 5

What do the screens show for `Cc1ccc(SCc2c(C(=O)N/N=C/c3ccccc3)nnn2-c2nonc2N)cc1`?
SR-BI DiI-HDL act: -1; Tat transport: 0; phage Ecoli inh: 3.9; CAL PDZ FP-1: -0.3; CAL PDZ FP-2: -3; E coli growth: 1.9; AddAB inh: -1.7; Wnt bcat act: 0; SR-BI DiI inh: 1

Results for CN(C(=O)COC(=O)c1ccc(Br)c(S(=O)(=O)N2CCOCC2)c1)C1CCCCC1 ?
SR-BI DiI-HDL act: -24; Tat transport: 2; phage Ecoli inh: 0.8; CAL PDZ FP-1: 12; CAL PDZ FP-2: active; E coli growth: -1.3; AddAB inh: -1.1; Wnt bcat act: 0; SR-BI DiI inh: 24; MITF act: 9

How did COc1ccc(CNC(=O)C/C(C)=N/NC(=O)Cc2ccc(OC)cc2)cc1 do in these assays?
SR-BI DiI-HDL act: 11; Tat transport: -7; phage Ecoli inh: -2.1; CAL PDZ FP-1: -1.4; CAL PDZ FP-2: 2; E coli growth: 0.3; AddAB inh: 1.2; Wnt bcat act: -6; SR-BI DiI inh: -11; MITF act: 2

How did Cc1ccc(Cl)c(OCC(=O)NCC(c2cccs2)N2CCOCC2)c1 (stereo not drawn) do in these assays?
SR-BI DiI-HDL act: -11; Tat transport: 29; phage Ecoli inh: 3.8; CAL PDZ FP-1: -1.4; CAL PDZ FP-2: -5; E coli growth: 1.7; AddAB inh: 1.4; Wnt bcat act: -1; SR-BI DiI inh: 11; MITF act: -15

What do the screens show for `CCOc1ccc(NC(=O)CCNC(=O)Cn2ccc3ccccc3c2=O)cc1`?
SR-BI DiI-HDL act: -8; Tat transport: 6; CAL PDZ FP-1: -1.7; CAL PDZ FP-2: -5; E coli growth: 0.9; AddAB inh: 1.6; SR-BI DiI inh: 8; MITF act: -7

What do the screens show for `CN=C1SC(C(=O)Nc2ccccc2Cl)CC(=O)N1c1ccc(OC(F)(F)Cl)cc1` (stereo not drawn)?
SR-BI DiI-HDL act: 15; Tat transport: 1; phage Ecoli inh: -2.3; CAL PDZ FP-1: -0.3; CAL PDZ FP-2: -1; E coli growth: -1.1; AddAB inh: -1.5; Wnt bcat act: -1; SR-BI DiI inh: -15; MITF act: 10
